From PubChem BioAssay
STAT3 act – STAT3 signaling activation; U3A cells, IL-6 STAT3-luciferase reporter, luminescence; 100% = signal with IL-6 EC80 alone; activation (% of control), % at 5.6 µM; 190,000 compounds, 0.91% hits; AID 871;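 active = activation above the screen-wide mean of compound activation plus 3 SD, cut at about 130% in these data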;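 note: 0% = background luminescence of wells with medium and substrate only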
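Detection: reporter luminescence signal / Assay system: STAT1-lacking human U3A cells, STAT3 luciferase reporter / Incubation: compound pre-incubation 1 h before IL-6, then 6 h stimulation at 37 °C / Control set: IL-6-only high control / Read-out: % activation relative to IL-6 control / Probe or stimulus: Interleukin-6, 33 ng/mL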
TNAP act hi DEA – increases human TNAP activity under high phosphate acceptor concentration; purified TNAP, CDP-star luminescence, 1 M DEA, 30 min; stronger effect = higher value; 0 = EDTA background, 1 = DMSO-only activity; activation factor at 20 µM; 200,000 tested, under 10 active; AID 1136;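 active = activation factor at least 2 at 20 µM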
Target sequence (P05186 whole entry, looked up): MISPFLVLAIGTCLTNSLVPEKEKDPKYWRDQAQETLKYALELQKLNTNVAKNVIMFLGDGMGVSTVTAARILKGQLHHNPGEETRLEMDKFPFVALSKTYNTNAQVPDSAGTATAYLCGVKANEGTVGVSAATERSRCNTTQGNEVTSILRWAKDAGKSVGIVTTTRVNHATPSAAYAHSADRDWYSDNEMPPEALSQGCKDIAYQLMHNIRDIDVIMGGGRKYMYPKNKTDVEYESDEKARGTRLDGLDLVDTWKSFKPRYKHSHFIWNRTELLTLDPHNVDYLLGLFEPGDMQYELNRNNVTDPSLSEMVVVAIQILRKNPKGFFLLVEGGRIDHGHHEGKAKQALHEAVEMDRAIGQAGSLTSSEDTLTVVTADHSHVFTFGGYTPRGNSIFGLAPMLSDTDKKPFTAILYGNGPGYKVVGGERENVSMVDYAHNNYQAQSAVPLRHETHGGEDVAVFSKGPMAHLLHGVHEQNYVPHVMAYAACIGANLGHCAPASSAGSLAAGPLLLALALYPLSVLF
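Dosing: 20 µM single point. System: human TNAP. Amount: TNAP 1/800 final. Incubation: 30 min, room temperature. Read-out: TNAP activation factor scaled between EDTA and DMSO control wells. Signal: luminescence from CDP-star hydrolysis. Medium: 1 M DEA, pH 9.8, Mg2+, Zn2+. Control set: EDTA negative control, DMSO positive control.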
ROMK mod – human ROMK K+ channel modulation, primary screen. P48048. Tet-inducible ROMK, thallium flux fluorescence; actives lie on both sides. B-score at 10 µM. 130,000 compounds, 2% hits. AID 1918;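 active = signal ratio slope over the read window, or its plate-corrected B-score, at least 3 SD from the plate mean, either direction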;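 note: B-score of the F/F0 ratio slope over 7 to 12 s after thallium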
SRC2 TRFRET art – TR-FRET artefact, counter-screen to PPARgamma/SRC-2 agonist assay; AID 1049; TR-FRET ratio at 8 µM; 200,000 compounds, 0.4% hits; stronger effect = higher value; in the data active = TR-FRET ratio above about 2000; note: inactives centre near 1500
bIAP inh – blocks bovine intestinal alkaline phosphatase activity; 190,000 tested, under 10 active; purified bovine IAP, CDP-star luminescence, 30 min; inhibition, % at 20 µM; AID 1019;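 active = over 50% inhibition of intestinal alkaline phosphatase at 20 µM in the single-dose screen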
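Incubation: 30 min reaction at room temperature / Material: purified bovine intestinal alkaline phosphatase (IAP) enzyme / Input: enzyme at 1/65,000,000 dilution / Dosing: 20 µM single dose / Signal: CDP-star luminescence signal / Reagent: CDP-star chemiluminescent phosphatase substrate, 30 µM final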
PPARg SRC-2 ag – agonists of SRC-2 recruitment by human PPARgamma; activation, % at 8 µM; P37231; PPARgamma LBD-SRC-2 recruitment, biochemical; 200,000 compounds, 0.34% hits; in the data active = activation above about 22%;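 note: 0% = vehicle and 100% = reference agonist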
Target sequence (P37231 whole entry, looked up, the tested form may be a part): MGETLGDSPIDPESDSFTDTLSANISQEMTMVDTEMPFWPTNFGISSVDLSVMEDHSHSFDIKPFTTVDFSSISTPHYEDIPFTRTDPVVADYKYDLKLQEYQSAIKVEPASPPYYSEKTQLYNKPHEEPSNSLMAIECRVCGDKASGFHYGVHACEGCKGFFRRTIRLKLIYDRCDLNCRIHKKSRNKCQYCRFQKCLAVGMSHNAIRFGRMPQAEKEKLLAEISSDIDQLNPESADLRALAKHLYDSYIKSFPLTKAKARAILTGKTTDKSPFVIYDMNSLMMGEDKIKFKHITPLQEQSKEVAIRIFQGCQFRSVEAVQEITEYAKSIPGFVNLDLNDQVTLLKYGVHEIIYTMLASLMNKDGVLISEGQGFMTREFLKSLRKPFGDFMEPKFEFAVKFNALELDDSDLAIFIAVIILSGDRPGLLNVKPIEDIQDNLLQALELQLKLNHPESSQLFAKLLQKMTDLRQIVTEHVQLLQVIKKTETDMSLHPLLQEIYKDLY
STAT1 blocker – STAT1 signaling inhibition | AID 920 | NIH 3T3 STAT1-luciferase reporter, IFN-gamma, luminescence | inhibition, % at 5.5 µM | 200,000 compounds, 0.35% hits;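 active = inhibition above a set limit, the mean inhibition across all tested compounds plus 3 SD, cut at about 34% in these data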;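 note: 0% = IFN-gamma with DMSO and 100% = IFN-gamma with 300 µM nifuroxazide; values of inactives mirror those of a sister screen read the other way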
PPARg SRC-1 ag – agonists of human PPARgamma SRC-1 coactivator recruitment; 200,000 compounds, 0.41% hits; P37231; PPARgamma-SRC-1 coactivator recruitment biochemical assay; activation, % at 8 µM; in the data active = activation above about 19%;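 note: 0% = DMSO and 100% = reference agonist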
STAT3 blocker – inhibitors of IL-6 induced STAT3 signaling | inhibition, % at 5.5 µM | U3A cells, IL-6 STAT3-luciferase reporter, luminescence; host cell line lacks STAT1 | AID 862 | 190,000 compounds, 0.89% hits;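 active = inhibition above the mean inhibition across all screened compounds plus 3 SD, cut at about 44% in these data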;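 note: 0% = DMSO only wells and 100% = 100 µM nifuroxazide control wells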
bIAP act – intestinal alkaline phosphatase (bovine) activation | purified bovine IAP, CDP-star luminescence, 30 min; stronger effect = higher value; fold of DMSO-control signal, blank-subtracted | activation factor at 20 µM | 200,000 compounds, 0.17% hits | AID 1016;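 active = activation factor of 2 or more at 20 µM, a signal rise over negative controls twice the positive control's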
PPARg SRC-3 ag – PPARgamma-driven SRC-3 recruitment agonism; 200,000 compounds, 0.26% hits; P37231; AID 731; biochemical PPARgamma/SRC-3 coactivator recruitment assay; activation, % at 8 µM; in the data active = activation above about 23%;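 note: 0% = DMSO and 100% = reference agonist; some compounds past the cut are filed as inactive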
Numbers without * were called inactive; x = not tested or not shown.

SMILES	STAT3 act	TNAP act hi DEA	ROMK mod	SRC2 TRFRET art	bIAP inh	PPARg SRC-2 ag	STAT1 blocker	PPARg SRC-1 ag	STAT3 blocker	bIAP act	PPARg SRC-3 ag
Cc1ccc(CSc2nc3c(c(=O)[nH]2)CCC3)cc1	98	1	0.84	1364	-2	5	3	1	4	1	4
Cc1cccc(NC(=O)C2CCCN2/C=C/C(=O)C(F)(F)F)c1C (centres undefined)	95	1	x	1736	6	13	3	3	8	0.9	3
Cc1cc(C)n(CC(=O)c2ccc(Cl)cc2)n1	105	1	1.1	1656	-3	20	-2	6	-3	1	0
O=C(NCCCN1CCOCC1)c1ccc(CSCc2cccc(Cl)c2)o1	101	1.1	x	1411	-1	-6	2	-2	2	1	0
O=C(CCCN1C(=O)c2ccccc2C1=O)N1CCN(c2ccccn2)CC1	117	1	0.73	1414	15	-11	1	2	-16	0.9	-8
Cc1ccccc1OCc1nnc(SCC(=O)NCc2ccco2)n1C	88	1.1	0.12	1796	2	-4	4	4	17	1	3
N#Cc1cnc(SCCc2ccccc2)nc1N	92	1	x	1352	15	1	-26	-7	13	0.8	-9
CCCCn1c(SCC(=O)NCc2ccco2)nc2ccccc2c1=O	108	1.1	-1.2	1503	24	3	3	3	-11	0.8	3
COC(=O)[C@H](C(C)C)n1c(C)c(C(C)=O)c(C(C)=O)c1C	98	1	-0.0049	1593	0	6	-2	0	5	1	6
CC(=Nc1ccc(C)c(C)c1)C1=C(O)CSC1=O	98	1	-0.28	1628	8	4	-27	11	5	0.9	0
CS(=O)(=O)N(CC(=O)N1CCN(c2ccccc2)CC1)C1CCCCC1	100	1	0.44	1388	8	-5	2	8	3	0.9	6
CCC1Cc2c(nc3c4c(nc(N5CCOCC5)c(C#N)c24)NC(C)=N3)O1 (centres undefined)	101	x	-0.083	1651	x	4	-5	6	2	x	-4
C=C(C)Cn1c(NCCOC)nc2c1c(=O)[nH]c(=O)n2C	106	1	x	1476	-2	4	-2	-2	-3	1	-9
CC(/C=N/n1c(COc2ccccc2)n[nH]c1=S)=C\c1ccccc1	98	1	x	1599	26	3	4	8	3	0.7	6
CN(C)c1cc(NC(=O)CN2CCOCC2)c2ccccc2n1	105	x	x	1557	x	9	-5	1	0	x	10
N#Cc1ccc(NC(=O)Cn2c3[n+](c4ccc(C(F)(F)F)cc42)CCCCC3)cc1	105	1	x	1594	-4	-1	3	6	-2	1	3
COc1ccc(C2(C(=O)Nc3nncs3)CCCC2)cc1	100	1	-0.55	1540	7	6	3	0	0	0.9	8
CCN(CC)S(=O)(=O)c1ccc(NCC2COc3ccccc3O2)c([N+](=O)[O-])c1 (centres undefined)	106	0.9	0.015	1396	11	2	-13	-2	-6	0.9	-1
COc1ccccc1-n1c(CNc2ccc(F)cc2)nnc1SCC(=O)Nc1cc(C)on1	104	1	x	1462	7	-5	-3	0	-2	0.9	0
CCOc1ccc(NC(=S)/C(=C(\[O-])c2ccc(C)c([N+](=O)[O-])c2)[n+]2ccccc2)cc1	100	1	0.33	1521	15	6	-6	-5	4	0.9	3
Cc1cc(C(=O)CSc2n[nH]c(N)n2)c(C)n1-c1ccccc1	110	1.1	-1.4	1422	-57	0	-16	-4	-11	1.6	2
CC1=C(C(=O)O)N2C(=O)C(NC(=O)c3nn(C)c(C)c3Cl)C2SC1 (centres undefined)	90	0.9	2.3	1508	-24	11	7	-6	17	1.2	8
O=c1c2c(nc3cc(-c4ccc(Br)cc4)[nH]n13)CCCC2	94	1	0.09	1511	-19	-1	-112	3	12	1.2	2
CSc1ccccc1NC(=O)Nc1ccc(Cl)cc1	69	1	0.12	1627	25	6	1	5	41	0.8	6
O=C(/C=C/c1ccccc1)CC(O)(c1ccccc1)C(F)(F)F (centres undefined)	105	1	-4.8*	1583	22	9	-1	3	-6	0.8	4
Nc1cccc(C(=O)OCC(=O)c2ccccc2)c1	108	1	0.34	1449	23	6	-93	-6	-9	0.8	-4
COc1ccc(S(=O)(=O)NCC2CCCN(C(=O)c3occc3C)C2)cc1 (centres undefined)	100	1	-0.29	1517	-1	-6	2	0	5	1	-2
CCOc1ccc(NC(=O)CN2C(=O)C(C)SC(C)C2=O)cc1 (centres undefined)	95	1	-0.42	1759	-2	6	-11	3	11	1	-1
CN(C)S(=O)(=O)Oc1ccc(C(=O)Nc2cccc(C(F)(F)F)c2)cc1	86	1	0.41	1634	2	-4	13	-6	23	1	-4
Cn1/c(=N/N=C/c2ccccn2)sc2ccccc21	119	1	-0.7	1778	-8	-1	-56	4	-15	1.1	2

Next section, starting with the last 2 of the part before.
SMILES	STAT3 act	TNAP act hi DEA	ROMK mod	SRC2 TRFRET art	bIAP inh	PPARg SRC-2 ag	STAT1 blocker	PPARg SRC-1 ag	STAT3 blocker	bIAP act	PPARg SRC-3 ag
CN(C)S(=O)(=O)Oc1ccc(C(=O)Nc2cccc(C(F)(F)F)c2)cc1	86	1	0.41	1634	2	-4	13	-6	23	1	-4
Cn1/c(=N/N=C/c2ccccn2)sc2ccccc21	119	1	-0.7	1778	-8	-1	-56	4	-15	1.1	2
O=C(COc1ccccc1C(=O)Nc1ccccc1)c1ccc(Br)cc1	83	1	0.27	1364	15	2	-10	-10	25	0.8	1
C(/C=C/c1ccccc1)=N/N1CCN(c2ccccc2)CC1	95	1	x	1505	4	-1	-24	11	14	1	8
CN1CCN(CCCCOc2ccccc2-c2ccccc2)CC1	97	1.1	-1.6	1562	-6	-7	-1	-2	9	1.1	-2
CCOC(=O)N1CCC(NC(=O)C2CCN(c3nc(-c4ccc(OC)cc4)no3)CC2)CC1	63	1	0.0075	1492	-1	0	8	2	50*	1	-13
N=C1C(c2nc3ccccc3s2)=C(O)CN1Cc1ccco1	114	1	x	1480	2	4	-27	6	-15	1	8
Cc1ccc(/C=N/NC(=O)C(C)Oc2ccccc2[N+](=O)[O-])s1 (centres undefined)	105	1	0.046	1352	7	-1	6	8	-1	0.9	-4
O=C(NC1CCCCC1)c1cc([N+](=O)[O-])ccc1N1CCOCC1	101	1	0.8	1442	13	9	3	0	4	0.9	-3
c1ccn2c(CNc3ncnc4sccc34)nnc2c1	103	1	0.17	1507	9	-7	-3	3	1	0.9	1
O=C(NCCSc1ccccc1)c1ccccc1Cl	113	1	-0.29	1578	40	3	-45	7	-12	0.6	-1
CCCCCCCCC(=O)N/N=C/c1ccccn1	103	1	x	1575	-25	8	0	-8	2	1.3	-7
COc1cccc(NC(=O)c2nnn(CCc3ccccc3)c2N)c1	101	1	x	1560	29	-2	-30	9	7	0.7	-2
O=S(=O)(CCc1nnc(-c2ccccc2)o1)c1ccc2ccccc2c1	95	1	0.52	1741	11	11	2	8	9	0.9	9
O=C(COc1ccc(Cl)cc1)Nc1nc(-c2ccc(S(=O)(=O)N3CCOCC3)cc2)cs1	84	1.1	-0.63	2847*	2	10	6	13	23	1	24
O=C(CN1C(=O)c2cccc3cccc(c23)C1=O)N1CCOCC1	93	1	-0.32	1535	4	-4	-5	-6	14	1	1
Cc1c(N=C2N=C(NC(=O)Nc3ccc(Cl)cc3)c3ccccc32)c(=O)n(-c2ccccc2)n1C	79	1	-3.9*	1611	12	-4	3	8	29	0.9	2
CCOC(=O)c1c(-c2ccccc2)csc1NC(=O)c1ccc(N2C(=O)CCC2=O)cc1	101	1.1	x	1655	1	10	-2	6	6	1	10
Nc1ccccc1C(=O)NCc1ccccc1	104	1	0.063	1408	12	-4	6	-5	2	0.9	-15
COc1ccc(NC(=O)c2cccnc2C(=O)O)c(OC)c1	95	1	x	1541	5	5	-1	3	8	0.9	0
Cc1ccc(-n2c(O)c(C=Nc3ccc4c(c3)OCO4)c3ccccc3c2=O)cc1C	99	1	-0.81	1591	8	0	-2	10	6	0.9	-1
O=c1c2ccccc2c(-c2ccc(Cl)cc2)nn1-c1ccccc1	103	1	x	1494	11	-1	13	-8	2	0.9	5
Cc1ccc(C)n1-c1ccc(C(=O)NN)s1	109	1.5	-0.43	1538	-110	-3	-11	2	-5	2.1*	-1
CN1CCN(C(=O)C2=C[C@H](C3CCCCC3)C[C@H](OCc3ccc(CO)cc3)O2)CC1	x	1	x	1549	-8	8	1	-2	x	1.1	1
COCCN(CCOC)C(=S)Nc1ccccc1Cl	105	1	0.0044	1370	-29	-2	8	-4	-5	1.3	-1
CCCCN1C(=O)C(=O)N(CC(=O)Nc2cc(OCC)c(N3CCOCC3)cc2OCC)C1=O	101	1	-0.68	1340	0	-6	-9	0	4	1	-2
O=C(NCCn1cccn1)c1ccc(OC2CCN(C(=O)C3CC3)CC2)cc1	97	1	0.75	1705	0	16	1	9	10	1	6
CCOC(=O)c1ccc(NC(=S)NCCc2ccccc2)cc1	95	1.1	x	1538	40	1	5	-2	16	0.6	0
CCc1nnc(NC(=O)c2cc(-c3ccccc3)nn2-c2ccccc2)s1	84	1	x	1568	3	2	3	6	22	1	0
CNC(=S)NNC(=O)CNc1ccc(C)c(Cl)c1	95	1	-0.51	1358	24	3	-2	2	14	0.8	3
CCCN(C(=O)/C=C/c1ccco1)c1c(N)n(Cc2ccccc2)c(=O)[nH]c1=O	103	1	1.3	1638	-2	8	7	10	2	1	3
CCN(CC)S(=O)(=O)c1ccc(NC(=O)Cn2cnc3ccccc3c2=O)cc1	102	1	0.82	1338	-5	4	3	-3	2	1.1	-2

2 compounds drawn at random from those above:
SMILES	STAT3 act	TNAP act hi DEA	ROMK mod	SRC2 TRFRET art	bIAP inh	PPARg SRC-2 ag	STAT1 blocker	PPARg SRC-1 ag	STAT3 blocker	bIAP act	PPARg SRC-3 ag
CCCCN1C(=O)C(=O)N(CC(=O)Nc2cc(OCC)c(N3CCOCC3)cc2OCC)C1=O	101	1	-0.68	1340	0	-6	-9	0	4	1	-2
COCCN(CCOC)C(=S)Nc1ccccc1Cl	105	1	0.0044	1370	-29	-2	8	-4	-5	1.3	-1

The listing continues.
SMILES	STAT3 act	TNAP act hi DEA	ROMK mod	SRC2 TRFRET art	bIAP inh	PPARg SRC-2 ag	STAT1 blocker	PPARg SRC-1 ag	STAT3 blocker	bIAP act	PPARg SRC-3 ag
CCOC(=O)c1cnc2c(cnn2C)c1NCCC#N	113	1	x	1294	7	-4	-9	0	-10	0.9	-14
COCCn1c(C)cc(C(=O)CSc2nncn2-c2ccccc2)c1C	109	1	x	1388	-11	1	-9	0	0	1.1	-2
CN(c1ccc(C(=O)NCc2cccnc2)cc1)S(C)(=O)=O	89	1	x	1542	2	-2	5	0	17	1	-1
CCO[C@H]1OC(C(=O)N2CCN(Cc3ccc4c(c3)OCO4)CC2)=C[C@@H](C2CC2)[C@@H]1CCCO	x	1	x	1453	-5	2	0	-11	x	1	0
Cc1cc(C(=O)Nc2c(C)n(C)n(-c3ccccc3)c2=O)c(C)o1	102	1	-0.18	1676	11	4	-4	-1	1	0.9	-10
COc1ccc(/C=C(\C#N)C(=O)ONC2=NCCCCC2)cc1	102	1	-0.7	1493	-2	0	-7	1	2	1	2
